Source: PubChem BioAssay (several laboratories)
STK33 kinase inh: inhibitors of human STK33 kinase; Q9BYT3; purified STK33, MBP phosphorylation, ADP-Glo luminescence; inhibition, % at 10 µM; 320,000 compounds, 0.073% hits; AID 2661;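 active means inhibition at or above 25%, using the most active replicate where run in duplicate; inactive means inhibition below 25%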
Target sequence (Q9BYT3 whole entry, looked up): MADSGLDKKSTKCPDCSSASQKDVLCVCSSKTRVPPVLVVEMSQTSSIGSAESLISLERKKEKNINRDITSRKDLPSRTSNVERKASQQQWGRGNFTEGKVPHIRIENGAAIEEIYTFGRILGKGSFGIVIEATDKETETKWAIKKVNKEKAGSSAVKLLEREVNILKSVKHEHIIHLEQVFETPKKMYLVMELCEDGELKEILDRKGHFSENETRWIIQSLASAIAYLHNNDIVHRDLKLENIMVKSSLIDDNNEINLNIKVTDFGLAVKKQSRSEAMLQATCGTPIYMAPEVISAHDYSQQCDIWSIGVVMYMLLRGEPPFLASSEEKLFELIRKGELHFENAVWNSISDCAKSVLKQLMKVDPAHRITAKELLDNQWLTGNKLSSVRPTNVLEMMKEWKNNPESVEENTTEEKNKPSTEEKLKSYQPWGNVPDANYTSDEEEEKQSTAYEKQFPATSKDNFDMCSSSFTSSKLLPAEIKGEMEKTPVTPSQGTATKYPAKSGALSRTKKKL
KCNQ2 inh: KCNQ2 potassium channel inhibitors, primary screen, cell-based, CHO-K1, FluxOR thallium flux, B-score (AID 2156); 20 min; hits give low values; B-score at 10 µM; 310,000 compounds, 1.1% hits;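 active means fluorescence ratio B-score at most minus 3 library SDs, with starting brightness B-score within 2 library SDs, cut at about -5.5 in these data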
OX1R antag: OX1R (human) antagonism. O43613. OX1R-expressing cells, FRET antagonist read-out. inhibition, % at 6.6 µM. 330,000 compounds, 1.8% hits. AID 485270; in the data active means inhibition mostly above about 38%, no sharp cut-off; inactive means mostly below about 40%;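 further: 0% = agonist challenge alone and 100% = reference antagonist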
Target sequence (O43613 whole entry, looked up): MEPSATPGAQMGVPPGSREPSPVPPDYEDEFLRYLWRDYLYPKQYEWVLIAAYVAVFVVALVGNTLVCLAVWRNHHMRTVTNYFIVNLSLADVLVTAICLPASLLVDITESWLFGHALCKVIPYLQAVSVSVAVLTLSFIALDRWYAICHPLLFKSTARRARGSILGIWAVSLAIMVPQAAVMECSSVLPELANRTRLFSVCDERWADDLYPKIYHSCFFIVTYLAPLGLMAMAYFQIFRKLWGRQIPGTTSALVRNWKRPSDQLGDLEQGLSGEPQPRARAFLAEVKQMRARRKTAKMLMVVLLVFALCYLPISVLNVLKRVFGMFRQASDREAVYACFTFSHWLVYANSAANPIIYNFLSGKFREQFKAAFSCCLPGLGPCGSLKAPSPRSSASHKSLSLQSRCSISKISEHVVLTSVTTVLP
Active calls of the source: *; i = inactive; . = no result given.

STK33 kinase inh | KCNQ2 inh | OX1R antag | molecule
-1.3 | i | 77* | COc1cccc(C(=O)Nc2ccc(-c3nnc(-c4ccco4)o3)cc2)c1
-2.2 | . | 0 | Cc1cc(OCC(=O)OCC(=O)NC2CCCC2)ccc1Cl
-1.6 | i | 4 | O=S(=O)(NC1CCCCC1NCc1ccco1)c1ccccc1 (stereo not given)
-1.0 | i | 25 | CC1(C)COCN1S(=O)(=O)c1ccc(C(=O)Nc2nnc(-c3ccc(Cl)s3)o2)cc1
-1.1 | i | 4 | CC(Oc1ccc2ccc(=O)oc2c1)C(=O)N1CCOCC1 (stereo not given)
-1.0 | i | -4 | CCC(=O)NC(c1ccccc1OC)c1ccc2cccnc2c1O (stereo not given)
0.2 | i | 7 | CCC(=O)Nc1ccc(-c2ccc(NC(=O)CC)c(OC)c2)cc1OC
-1.6 | i | 49 | CCc1nnc(NS(=O)(=O)c2ccc(N/C=C\C(=O)c3cccc4ccccc34)cc2)s1
0.0 | . | -3 | C#CCOCCOCCOCCNc1nc(N2CCN(C(=O)[C@H](CCC(=O)O)n3cc(CN)nn3)CC2)nc(N2CCN(C(=O)[C@H](CCCCN)n3cc([C@@H](N)CC(N)=O)nn3)CC2)n1
-2.2 | i | 2 | COc1cc(/C=C/C(=O)OCC(=O)N2CCN(S(=O)(=O)c3ccc(C)cc3C)CC2)ccc1O
0.3 | i | 28 | O=c1c2ccccc2nc(-c2ccccc2)n1Cc1ccccc1
-0.4 | i | 85* | Cc1ccc(N(CC(=O)NCCc2ccccc2)S(=O)(=O)c2c(C)noc2C)cc1
. | i | 34 | O=C1c2ccccc2C2=Nc3ccccc3SC(c3cccc(F)c3)C12 (stereo not given)
-2.0 | i | 17 | CC1CC(C)CN(C(=O)COC(=O)c2nn(C)c(=O)c3ccccc23)C1 (stereo not given)
-1.2 | i | 18 | Cc1sc2nc(SCC(=O)Nc3c(C)n(C)n(-c4ccccc4)c3=O)n(C)c(=O)c2c1C
0.6 | i | 11 | C=CCN1CCc2c(cc(O)c(O)c2Cl)C(c2ccccc2)C1 (stereo not given)
0.2 | i | 10 | O=C(O)CCC(=O)Nc1ccc(Br)cc1C(=O)c1ccccc1Cl
0.2 | i | 25 | CCOC(=O)C1CCN(C(=O)Cn2cc(C#N)c3ccccc32)CC1
-1.0 | i | 19 | Cc1ccc(Cl)cc1NC(=S)N(CCCN1CCN(C)CC1)Cc1ccco1
-1.7 | i | 42 | N#Cc1nc(COc2ccc(Br)cc2)oc1N1CCCC1
-0.5 | i | 25 | COc1nc(-c2ccccc2)c2c(c1C#N)CC(C)(C)OC2
8.2 | i | 11 | CSc1nc(NCC(C)C)c2c3c(sc2n1)CN(C)CC3
-0.3 | i | 11 | COc1ccc(CNC(=O)C2CCN(C(=O)[C@@H]3Cc4ccccc4CN3)CC2)cc1
-0.6 | . | 1 | COc1ccc(S(=O)(=O)N(C)C[C@@H]2Oc3ccc(NS(=O)(=O)c4cn(C)cn4)cc3C(=O)N([C@@H](C)CO)C[C@@H]2C)cc1
-0.4 | . | 3 | COc1cccc(NC(=O)COC(=O)C2CCCCC2)c1
-0.4 | i | 5 | O=c1[nH]c2ccccc2c2oc(CCl)nc12
-1.0 | i | 9 | O=C(NCCS(=O)(=O)N1CCN(c2ccccc2)CC1)c1cccs1
0.5 | i | -2 | COC(=O)c1cccc(NC(=O)CC2C(=O)NCCN2C(=O)Nc2cc(C)cc(C)c2)c1 (stereo not given)
0.3 | i | 21 | COC(=O)CCCCCCCCCCN1CCCCC1
-0.7 | i | . | Cc1ccccc1N1CCN(C2CCCN(C(=O)c3ccc(Cl)s3)C2)CC1 (stereo not given)
-5.8 | i | 9 | CCNc1nc(C)c2cc(Br)c(=O)n(CC)c2n1
-0.6 | i | 7 | O=C(c1cnc2n(c1=O)CCS2)N1CCN(c2ccccc2F)CC1
-0.3 | i | 25 | COc1ccccc1C(=O)N1CCN=C1SCc1cccnc1
-2.3 | i | 18 | CC1CCCC(C)N1C(=O)COC(=O)c1nn(C)c(=O)c2ccccc12 (stereo not given)
-0.6 | i | 8 | CCN(CC)S(=O)(=O)c1ccc(NC(=O)c2cccnc2Cl)c(NC(=O)c2cccnc2Cl)c1
0.0 | i | 16 | O=C(N/N=C/c1ccccc1O)c1cccc(C(F)(F)F)c1
-0.3 | i | 64* | CN(C(=O)COC(=O)c1ccccc1NCc1ccco1)c1c(N)n(Cc2ccccc2)c(=O)[nH]c1=O
1.2 | i | 1 | Cc1cccc(NCN2C(=O)c3ccccc3C2=O)c1
-0.4 | i | 3 | Cc1c(NC(=O)c2cc(-c3ccc(Cl)cc3)on2)c(=O)n(-c2ccccc2)n1C
0.4 | i | 23 | CCCS(=O)(=O)N1CCCC(C(=O)NCCCN2CCN(c3ccc(F)cc3)CC2)C1 (stereo not given)
-1.9 | i | 6 | O=C(Cc1csc(N2CCOCC2)n1)N/N=C/c1ccc(F)cc1
0.8 | i | 37 | CCn1ncc(Br)c1C(=O)Nc1ccc(F)c([N+](=O)[O-])c1
-1.3 | i | 2 | CN(C)C(CNC(=O)c1ccc(NS(=O)(=O)c2ccc(F)cc2)cc1)c1ccco1 (stereo not given)
-0.5 | i | 12 | CCCC(=O)NC(C)C(c1cccs1)N1CCN(c2ccccc2)CC1 (stereo not given)
-0.5 | i | 1 | NC(N)=NCC(O)CN(c1ccccc1)c1ccccc1 (stereo not given)
-0.5 | i | 13 | C/C=C(\C)C(=O)Nc1cccc(C2=NOC3(C2)C[C@@H](C(N)=O)N(C(=O)/C(C)=C/C)C3)c1 (stereo not given in full)
1.8 | i | 0 | CCc1ccc(C(=O)N2CCC(c3nc4ccccc4s3)CC2)cc1
0.5 | i | 11 | O=C(CN1C(=O)COc2ccccc21)NCCCN1CCCCC1
-0.2 | i | 4 | Cc1ccc(SCCC(=O)N2CCCC2)cc1
-0.1 | i | 12 | Cc1ccc(-n2c(C)cc(C(=O)CSc3nnc4ccccn34)c2C)cc1
-0.9 | . | 3 | O=C(COC(=O)c1ccccc1O)NCCc1c[nH]c2ccccc12
-1.2 | i | 7 | O=Cc1ccc(OCC(=O)Nc2ccccc2C(F)(F)F)cc1
-0.3 | i | 6 | Cc1cccn2c(=O)c(/C=C(\C#N)S(=O)(=O)c3ccccc3)c(N3CCN(c4ccccc4)CC3)nc12
-4.2 | i | 26 | N#Cc1cnn2c(-c3ccc(Cl)cc3Cl)ccnc12
-0.8 | i | 12 | Cc1nnc(NC(=O)CSc2nc3c(c(=O)n2CCc2ccccc2)SC(C)C3)s1 (stereo not given)
1.9 | i | 11 | COc1ccc(-c2cc(C(=O)NCCc3ccccc3)no2)cc1OC
-1.3 | . | 47* | C=CCn1c2ccccc2c(=O)c2cc(C#Cc3cc(OC)cc(OC)c3)ccc21
0.6 | i | 30 | CCC(C)n1c(SCC(=O)NC2CCCC2)nc2ccccc2c1=O (stereo not given)
1.5 | i | 23 | CC(Oc1ccc2c3c(c(=O)oc2c1)CCC3)C(=O)NCC1CCC(C(=O)O)CC1 (stereo not given)
0.6 | i | -8 | CC(=NCc1ccccc1)C1=C(O)COC1=O

Additional entries follow:
STK33 kinase inh | KCNQ2 inh | OX1R antag | molecule
0.2 | i | 2 | Cn1c(=O)c2c(SCC(=O)N3CCCc4ccccc43)nc(C3CC3)nc2n(C)c1=O
0.6 | i | 13 | CC1CC2(CCCCC2)N2C(=O)C(=O)c3cccc1c32 (stereo not given)
-0.9 | i | -17 | Cc1ccc(S(=O)(=O)N(Cc2ccc(Cl)cc2)c2ccccc2C(=O)O)cc1
-1.7 | i | -7 | O=C(CN1CCN(c2ccccc2)CC1)NCc1ccc(F)cc1
-2.2 | i | 7 | CC(C)(C)NC(=O)C1CCCN(S(=O)(=O)c2ccc(-n3cnnn3)cc2)C1 (stereo not given)
-0.1 | i | 12 | Clc1cccc(CN2CCN(c3ncccn3)CC2)c1Cl
-0.3 | i | 10 | CCCCN(CC)S(=O)(=O)c1ccccc1
-1.6 | i | 13 | CCc1ccc(NC(=O)C2CCCN(S(=O)(=O)c3cnc[nH]3)C2)cc1 (stereo not given)
2.1 | i | 21 | O=C(N/N=C/c1ccccn1)c1ccc(Br)o1
-1.3 | i | 11 | O=C1NC(c2ccccc2)=C(c2nc3ccccc3s2)C(c2ccc(F)cc2)N1 (stereo not given)
0.1 | i | 4 | COc1ccccc1NS(=O)(=O)c1cccc(C(=O)NCC(c2ccco2)N(C)C)c1 (stereo not given)
0.5 | . | 7 | CSCCC(NC(=O)COc1ccccc1)C(=O)N(C)Cc1ccc(F)cc1 (stereo not given)
-2.8 | . | 1 | COc1ccc(-n2nnnc2SCC(=O)NC2CCS(=O)(=O)C2)cc1 (stereo not given)
-2.7 | i | 10 | CC/C(Cc1ccccc1)=N/NC(=O)CCn1nnc2ccccc21
1.1 | . | 1 | Cc1c(C(C)C[C@H](C)O)oc(=O)c2c1Oc1c(C)c(C(C)C[C@H](C)O)oc(=O)c1C2 (stereo not given in full)
-0.5 | i | 7 | COc1ccc(NC2CCCN(C(=O)c3cc(CC(C)C)nc(N)n3)C2)cc1 (stereo not given)
-0.1 | i | 13 | COc1ccc(-c2nc3ccccc3n2OC(C)C(=O)O)cc1 (stereo not given)
0.0 | i | 25 | CCOc1ccc(C(=O)Nc2c(C(N)=O)oc3ccccc23)cc1
-0.2 | i | 17 | CC1CCCC(C)N1C(=O)CSc1ccc(-c2ccc3c(c2)OCCO3)nn1 (stereo not given)
-2.7 | i | 17 | COc1ccc(Cl)cc1NC(=O)CNc1ccc(F)cc1C
0.1 | i | 43 | CCCNC(=O)CS(=O)(=O)c1ccccc1
-1.0 | i | 7 | CC(C)c1ccc(/C=C2\SC(N3CCCC3)=NC2=O)cc1
-2.2 | i | 5 | CCCc1nc2ccc(NC(=O)c3ccco3)cc2c(=O)n1Cc1ccc(Cl)cc1
0.1 | i | 6 | Cc1ccc(Cn2ccc(NC(=O)c3cc(-c4cccs4)on3)n2)cc1
-0.8 | i | 11 | O=c1c2cc(N3CCOCC3)ccc2[nH]c(=S)n1CCN1CCCC1
. | i | 15 | C#CCn1c(=NC(=O)c2cc(Cl)sc2Cl)sc2cc(S(N)(=O)=O)ccc21
-3.2 | i | 20 | Cc1ccc2c(c1)C(=O)C(=O)N2CCOc1ccccc1
-1.2 | i | 7 | CCN(CC)S(=O)(=O)c1ccc2oc(C(=O)N3CCCCCC3)c(C)c2c1
-0.5 | i | 46 | O=C(Oc1cc(=O)oc2ccccc12)c1cccnc1Cl
0.7 | i | 16 | CCOc1ccccc1Nc1nnc(SCC(=O)NC(Cc2c[nH]c3ccccc23)C(=O)O)s1 (stereo not given)
-2.3 | i | 0 | Cc1cccc(NC(=O)[C@@H]2CCCN2C(=O)OC(C)(C)C)c1C
0.3 | i | 8 | O=C(CN1CCN(Cc2ccccc2)CC1)Nc1nc2ccccc2s1
-0.1 | i | 7 | CCCCNC(=O)CSc1nnc(-c2c[nH]c3ccccc23)n1CC1CCCO1 (stereo not given)
-1.6 | i | 14 | Cc1cc(=O)n2nc(N3CCCC(C(=O)NC(C)c4ccccc4)C3)sc2n1 (stereo not given)
-0.6 | i | 3 | COc1cccc(-n2c(C)nc3c(cnn3-c3ccc(Cl)cc3)c2=O)c1
0.2 | i | 11 | COc1cc(SC)ccc1C(=O)Nc1cc(C)c(OCC(=O)N2CCOCC2)c(C)c1
. | i | 6 | COc1ccccc1C(=O)COC(=O)c1cc(S(=O)(=O)N2CCCCC2)ccc1N1CCOCC1
-1.2 | i | 37 | COc1ccc(S(=O)(=O)N2CCCC2C(=O)Nc2nccs2)cc1 (stereo not given)
3.4 | i | 75* | CC(C)OCCCn1c(=N)c(C(N)=S)cc2c(=O)n3ccccc3nc21
-1.0 | . | -2 | COc1ccc(C(=O)OCC(=O)c2ccc(CNC(C)=O)s2)cc1
-0.4 | i | 41* | O=C(COC(=O)CN1C(=O)NC2(CCCC2)C1=O)Nc1ccc(C(F)(F)F)cc1[N+](=O)[O-]
-0.4 | i | 8 | NC(=O)CSc1nnnn1-c1cccc(Cl)c1
0.1 | i | -5 | Cc1cccc(N2CCN(C(=O)c3nn(C)c4c3CS(=O)(=O)c3ccccc3-4)CC2C)c1 (stereo not given)
-2.0 | i | 1 | CCn1cnc2c1c(=O)n(CC(=O)NCC(F)(F)F)c(=O)n2Cc1ccccc1
-2.5 | i | 32 | CSc1nc(Oc2ccc(F)cc2)c2ccccc2n1

Structural class, the entries above containing an aryl thioether with sulfur outside any ring.
STK33 kinase inh | KCNQ2 inh | OX1R antag | molecule
-1.2 | i | 18 | Cc1sc2nc(SCC(=O)Nc3c(C)n(C)n(-c4ccccc4)c3=O)n(C)c(=O)c2c1C
8.2 | i | 11 | CSc1nc(NCC(C)C)c2c3c(sc2n1)CN(C)CC3
-0.2 | i | 4 | Cc1ccc(SCCC(=O)N2CCCC2)cc1
-0.1 | i | 12 | Cc1ccc(-n2c(C)cc(C(=O)CSc3nnc4ccccn34)c2C)cc1
-0.8 | i | 12 | Cc1nnc(NC(=O)CSc2nc3c(c(=O)n2CCc2ccccc2)SC(C)C3)s1 (stereo not given)
0.6 | i | 30 | CCC(C)n1c(SCC(=O)NC2CCCC2)nc2ccccc2c1=O (stereo not given)
0.2 | i | 2 | Cn1c(=O)c2c(SCC(=O)N3CCCc4ccccc43)nc(C3CC3)nc2n(C)c1=O
-2.8 | . | 1 | COc1ccc(-n2nnnc2SCC(=O)NC2CCS(=O)(=O)C2)cc1 (stereo not given)
-0.2 | i | 17 | CC1CCCC(C)N1C(=O)CSc1ccc(-c2ccc3c(c2)OCCO3)nn1 (stereo not given)
0.7 | i | 16 | CCOc1ccccc1Nc1nnc(SCC(=O)NC(Cc2c[nH]c3ccccc23)C(=O)O)s1 (stereo not given)
-0.1 | i | 7 | CCCCNC(=O)CSc1nnc(-c2c[nH]c3ccccc23)n1CC1CCCO1 (stereo not given)
0.2 | i | 11 | COc1cc(SC)ccc1C(=O)Nc1cc(C)c(OCC(=O)N2CCOCC2)c(C)c1
-0.4 | i | 8 | NC(=O)CSc1nnnn1-c1cccc(Cl)c1
-2.5 | i | 32 | CSc1nc(Oc2ccc(F)cc2)c2ccccc2n1
